Screens as filed in PubChem.
PGK inhibitor: qHTS Assay to Find Inhibitors of Phosphoglycerate Kinase; Phosphoglycerate kinase, glycosomal (Trypanosoma brucei brucei), P07378; PGK/GAPDH coupled, Kinase-Glo luminescence, 60 min; Potency, µM (top dose mostly 57.5 µM), for inactives: at the highest dose activity change, negative = inhibition, usual class: inhibitors; 380,000 compounds, 0.043% hits; AID 602233, 2012; note: potency is the fitted concentration of half-maximal effect; % is set by controls: 0 for no effect and ±100 for the full control effect; nearly all actives have a fitted effect of over 60% in size
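Recombinant glycosomal PGK reaction used 1,3-bisphosphoglycerate generated in-well by GAPDH (100nM final) in 100mM TEA pH 7.6, 5mM MgCl2, 0.01% Tween-20. After 60 minutes at room temperature, ATP was read by Kinase-Glo Plus luminescence end-point.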
Pin1 inh: qHTS Assay to Find Inhibitors of Pin1. Pin1 FP peptide displacement, HiFluor488, 10 min. 390,000 compounds, 0.009% hits. Potency, µM (titrated, usually from 115 µM), for inactives: top-dose activity, negative = inhibition, hits mostly inhibitors; active = well fitted inhibition curve with a large enough effect in the polarisation, with a control signal flat, not every such curve was filed as active; inconclusive = small, poorly fitted or top-dose-only effect, or effect the other way, or a change in a side signal; inactive = no such curve, though single readings can be large or run the other way; the % refers to the polarisation; note: potency is the fitted concentration of half-maximal effect; % is set by controls: 0 for no effect and ±100 for the full control effect
IDH1 R132H inh: qHTS for Inhibitors of mutant isocitrate dehydrogenase 1 (IDH1): qHTS | Isocitrate dehydrogenase [NADP] cytoplasmic (Homo sapiens), O75874 | IDH1-R132H enzyme, NADPH consumption, diaphorase/resazurin fluorescence | Potency, µM (doses to about 76.6 µM), without a hit: at the top dose activity change, negative = inhibition, most hits filed as inhibitors | 390,000 compounds, 0.093% hits | AID 602179, 2012; note: potency is the fitted concentration of half-maximal effect; % is set by controls: 0 for no effect and ±100 for the full control effect; nearly all actives have a fitted effect of over 65% in size
Target sequence (O75874 whole entry R132H, stated change not applied): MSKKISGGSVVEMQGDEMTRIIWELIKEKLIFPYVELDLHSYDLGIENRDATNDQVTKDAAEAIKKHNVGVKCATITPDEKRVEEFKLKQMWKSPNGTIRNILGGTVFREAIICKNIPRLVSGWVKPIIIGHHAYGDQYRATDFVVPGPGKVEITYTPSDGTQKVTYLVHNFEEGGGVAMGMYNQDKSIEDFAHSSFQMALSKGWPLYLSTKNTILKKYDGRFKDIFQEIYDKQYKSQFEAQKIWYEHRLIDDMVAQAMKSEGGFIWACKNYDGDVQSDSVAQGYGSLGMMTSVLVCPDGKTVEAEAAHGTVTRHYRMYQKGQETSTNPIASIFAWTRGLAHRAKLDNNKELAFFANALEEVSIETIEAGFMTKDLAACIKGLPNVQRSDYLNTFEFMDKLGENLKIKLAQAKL
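IDH1-R132H (0.5 ug/mL dispensed) in pH 7.5 Tris buffer was preincubated 30 min with compound, then given a substrate mix of 0.016 mM NADPH and 2 mM alpha-KG for 80 min at room temperature; remaining NADPH was read by diaphorase/resazurin fluorescence.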
rTrxR1 inhibitor: qHTS Assay for Inhibitors of Mammalian Selenoprotein Thioredoxin Reductase 1 (TrxR1): qHTS. Thioredoxin reductase 1, cytoplasmic (Rattus norvegicus), O89049. recombinant rTrxR1, NADPH fluorescence consumption, selenite substrate. Potency, µM (titrated, usually from 114 µM), without a hit: at the highest dose activity change, negative = inhibition, hits mostly inhibitors. 390,000 compounds, 1% hits. AID 588453, 2011; note: potency is the fitted concentration of half-maximal effect; % is set by controls: 0 for no effect and ±100 for the full control effect; nearly all actives have a fitted effect of over 65% in size
Target sequence (O89049 whole entry, looked up): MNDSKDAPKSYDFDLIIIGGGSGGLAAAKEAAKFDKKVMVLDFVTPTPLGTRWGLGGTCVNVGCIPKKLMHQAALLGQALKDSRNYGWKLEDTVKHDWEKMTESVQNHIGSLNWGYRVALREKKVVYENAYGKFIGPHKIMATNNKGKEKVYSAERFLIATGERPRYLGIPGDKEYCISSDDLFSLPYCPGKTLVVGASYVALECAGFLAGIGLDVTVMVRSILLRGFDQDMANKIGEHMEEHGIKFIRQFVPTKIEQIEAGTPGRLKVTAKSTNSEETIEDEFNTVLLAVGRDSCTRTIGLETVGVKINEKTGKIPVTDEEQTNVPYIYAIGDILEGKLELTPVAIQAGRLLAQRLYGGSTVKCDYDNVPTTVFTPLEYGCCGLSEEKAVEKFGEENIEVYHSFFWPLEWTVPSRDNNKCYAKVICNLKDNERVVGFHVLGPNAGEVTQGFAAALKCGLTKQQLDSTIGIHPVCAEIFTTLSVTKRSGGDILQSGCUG
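Rat TrxR1 (90 nM in the dispensed reagent) was pre-reduced with 400 uM NADPH for 5 min at room temperature, then incubated with compound for 15 min. After 400 uM selenite was added, NADPH fluorescence (Ex 340/Em 450 nm) was followed for 8 min.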
USP1 inh: Inhibitors of USP1/UAF1: Primary Screen; 390,000 compounds, 0.23% hits; AID 743255, 2014; recombinant USP1/UAF1, Ub-Rhodamine cleavage fluorescence; Potency, µM (highest dose often 57.1 µM), inactives show top-dose activity change, negative = inhibition, most hits filed as inhibitors; note: potency is the fitted concentration of half-maximal effect; % is set by controls: 0 for no effect and ±100 for the full control effect; nearly all actives have a fitted effect of over 60% in size; inactives centre near -12
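High-throughput fluorogenic screen: 1nM USP1/UAF1 complex, Ub-Rho substrate 150nM final, 50mM HEPES pH 7.8 with 0.5mM EDTA, 0.1 mg/ml BSA, 1mM TCEP and 0.01% Tween-20.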
GLS inhibitor: qHTS for Inhibitors of Glutaminase (GLS). Glutaminase kidney isoform, mitochondrial (Homo sapiens), O94925. GLS enzymatic activity, qHTS titration. Potency, µM (highest dose often 45.5 µM), without a hit: at the highest dose activity change, negative = inhibition, actives largely listed as inhibitors. 410,000 compounds, 0.21% hits. AID 624170, 2012; note: potency is the fitted concentration of half-maximal effect; % is set by controls: 0 for no effect and ±100 for the full control effect
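Human kidney-isoform GLS in 45 mM KH2PO4 pH 8.2, 0.02% Tween-20, with compound, started with 1mM L-Glutamine (added stock). Glutamate oxidase/HRP/Amplex red coupled fluorescence read at start and after 30 min at RT.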
TrxR1 substrate: qHTS Assay for Substrates of Mammalian Selenoprotein Thioredoxin Reductase 1 (TrxR1): qHTS; 390,000 compounds, 0.01% hits; Potency, µM (highest dose often 114 µM), for the others: top-dose activity change, negative = substrate turnover; AID 588456, 2011; Thioredoxin reductase 1, cytoplasmic (Rattus norvegicus), O89049; purified TrxR1 substrate turnover, NADPH consumption readout; note: potency is the fitted concentration of half-maximal effect; % is set by controls: 0 for no effect and ±100 for the full control effect; nearly all actives have a fitted effect of over 50% in size
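Rat TrxR1, dispensed at 90 nM, was prereduced with 400 uM NADPH (final) for 5 min at ~22 deg C, then incubated with compound 15 min before 400 uM selenite. A first-read NADPH fluorescence drop versus no-compound background flagged substrates.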
PI4K2A inh: qHTS for small molecular inhibitors of PI4K2A; 420,000 compounds, 0.13% hits; Phosphatidylinositol 4-kinase type 2-alpha (Homo sapiens), Q9BTU6; purified PI4K2A, ADP-Glo luminescence, 1 h; active compounds read low; activity change, negative = inhibition, % at 76.9 µM; in the data active = activity change below about -50%; inconclusive = mostly about -30% to -49%;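 note: -100% = wells without enzyme as full effect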
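ADP-Glo luminescence measured ADP generated by PI4K2A enzyme (4 ug/mL before mixing) with 1.2 mM PI substrate (pre-mix) and 300 microM ATP (pre-mix). Tris pH7.5 buffer with MgCl2, Triton X-100; 1 h reaction at ambient temperature.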
HP1b chromo inh: HTS for Inhibitors of HP1-beta Chromodomain Interactions with Methylated Histone Tails; Chromobox protein homolog 1 (Homo sapiens), P83916; AlphaScreen HP1-beta / biotin-H3K9me3 peptide binding; Potency, µM (highest dose often 114 µM), inactives show at the top dose activity change, negative = inhibition, actives largely listed as inhibitors; 390,000 compounds, 0.56% hits; note: potency is the fitted concentration of half-maximal effect; nearly all actives have a fitted effect of over 70% in size; inactives centre near 23
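AlphaScreen: HP1-beta (50 nM) preformed 30 min with biotin-H3(1-18)K9me3 peptide (50 nM) in PBS pH 7.4, 0.01% Tween-20. Compound added for 30 min at RT, then streptavidin donor/nickel chelate acceptor beads (10 ug/mL) for 30 min.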
The depositor's hits bear a star; i = inactive; ? = inconclusive; · = not tested or not shown; [ ] = another dose, or the depositor's remark. Unless noted, calls come from the whole dose curve; as a rule, active = well fitted curve in the direction sought with a large enough effect; inconclusive = small, poorly fitted or top-dose-only effect, or another doubt; inactive = no such curve, though single readings can be large; an effect the other way counts as inactive or inconclusive. These rows are one share of the data; the hit share may differ from the screen's.

cpd | Structure | PGK inhibitor | Pin1 inh | IDH1 R132H inh | rTrxR1 inhibitor | USP1 inh | GLS inhibitor | TrxR1 substrate | PI4K2A inh | HP1b chromo inh
1 | CCCCOC(=O)C(C#N)c1nc2ccccc2nc1N1CCOCC1 (centres undefined) | -10% | -2% | 3% | 5%[57.1 µM] | -11% | 11% | -6%[57.1 µM] | 4 | 8%
2 | O=[N+]([O-])c1ccc2c(c1)CCN2 | -6% | 10% | 6% | -21% | 3% | 26% | -22% | -2 | 4%
3 | Cc1ccc2[nH]c(=O)c(CN(Cc3cccnc3)C(=S)NCCCN(C)C)cc2c1 | -6% | -2% | 6% | -2%[57.1 µM] | -13% | -1% | 8%[57.1 µM] | 1 | 11%
4 | Cc1ccc(C)c(N2CCN(CCN3CCCCC3)CC2)c1 | · | -6% | 0% | 15% | -6% | 26% | 2% | -1 | ?
5 | CCN1CCN(C(=O)Cn2ncc3c([nH]c4ccccc43)c2=O)CC1 | 0% | 0% | -10% | 21% | -15% | -2% | 3% | -5 | 26%
6 | O=C1OCCN1C(=O)[C@H]1[C@H](c2ccc([N+](=O)[O-])cc2)C(c2ccc(F)cc2)=NN1c1ccc(Br)cc1 | 6% | ? | -3% | 16% | -8% | 2% | -6% | 0 | 1%
7 | Cc1nn(-c2ccccc2)c2c1C(c1ccc(Br)s1)C(C#N)=C(N)O2 (centres undefined) | 5% | -13% | -2% | ? | -11% | -4% | -4% | -29 | ?
8 | O=C(CCSCCc1ccncc1)NCCCN1CCOCC1 | 4% | -3% | 0% | 14% | -11% | -12% | 5% | -1 | 22%
9 | COc1ccccc1N1CCN(C(=O)COc2ccc(Cl)cc2)CC1 | i | -3% | 9% | -2% | -5% | 19% | -4% | -4 | 11%
10 | COc1ccc2cc3cc(C(=O)N4CCN(c5ccc(C(C)=O)cc5)CC4)sc3nc2c1Cl | -8% | -1% | -9% | 26%[57.1 µM] | ? | -13% | 2%[57.1 µM] | 1 | 10%[57 µM]

A second format for some results above.
entry | PGK inhibitor | Pin1 inh | IDH1 R132H inh | rTrxR1 inhibitor | USP1 inh | GLS inhibitor | TrxR1 substrate | PI4K2A inh | HP1b chromo inh | Compound
1 | -10% | -2% | 3% | 5%[57.1 µM] | -11% | 11% | -6%[57.1 µM] | 4 | 8% | CCCCOC(=O)C(C#N)c1nc2ccccc2nc1N1CCOCC1 (centres undefined)
2 | -6% | 10% | 6% | -21% | 3% | 26% | -22% | -2 | 4% | O=[N+]([O-])c1ccc2c(c1)CCN2
3 | -6% | -2% | 6% | -2%[57.1 µM] | -13% | -1% | 8%[57.1 µM] | 1 | 11% | Cc1ccc2[nH]c(=O)c(CN(Cc3cccnc3)C(=S)NCCCN(C)C)cc2c1
4 | · | -6% | 0% | 15% | -6% | 26% | 2% | -1 | ? | Cc1ccc(C)c(N2CCN(CCN3CCCCC3)CC2)c1
5 | 0% | 0% | -10% | 21% | -15% | -2% | 3% | -5 | 26% | CCN1CCN(C(=O)Cn2ncc3c([nH]c4ccccc43)c2=O)CC1
6 | 6% | ? | -3% | 16% | -8% | 2% | -6% | 0 | 1% | O=C1OCCN1C(=O)[C@H]1[C@H](c2ccc([N+](=O)[O-])cc2)C(c2ccc(F)cc2)=NN1c1ccc(Br)cc1
7 | 5% | -13% | -2% | ? | -11% | -4% | -4% | -29 | ? | Cc1nn(-c2ccccc2)c2c1C(c1ccc(Br)s1)C(C#N)=C(N)O2 (centres undefined)

Carrying on:
cpd | Structure | PGK inhibitor | Pin1 inh | IDH1 R132H inh | rTrxR1 inhibitor | USP1 inh | GLS inhibitor | TrxR1 substrate | PI4K2A inh | HP1b chromo inh
11 | O=C(O)c1ccc(CSc2nnc(-c3ccco3)o2)cc1 | -9% | 1% | -3% | 9%[57.1 µM] | -15% | 1% | 10%[57.1 µM] | -1 | 41%[activator]
12 | COc1ccc(NC(=O)c2cnc(N3CCCCC3)c3ccccc23)cc1Cl | -10% | 6% | 14% | 18%[57.1 µM] | -18% | 0% | 0%[57.1 µM] | 4 | 38%[57 µM]
13 | O=C1C=C(c2cccc3c2oc2ccccc23)C[C@@H](c2ccc(F)cc2)C1 | -3% | 8% | 23% | 19% | -15% | 4% | 4% | -2 | 16%
14 | COc1cc(OC)c(CN2CCC(CO)(CCOc3ccccc3)CC2)c(OC)c1 | 1% | -4% | 0% | -1% | -11% | 9% | -4% | 4 | 29%
15 | CCOC(=O)c1c(NC(=S)Nc2ccc(C)cc2)sc2c1CCC2 | -7% | -1% | 0% | -17% | -20% | 4% | -3% | -2 | -3%
16 | Cc1cc(C)c(/C=C/c2onc(C)c2S(=O)(=O)N2CCC(C(=O)NCCc3ccccc3)CC2)c(C)c1 | -2% | 0% | -6% | 3%[57.1 µM] | -6% | 3% | -8%[57.1 µM] | 2 | 22%[57 µM]
17 | COc1ccc(-c2nc(C(N)=O)c3[nH]c(=O)n(-c4cccc(Cl)c4)c3n2)cc1OC | -7% | 15% | -1% | -11% | -16% | 2% | -2% | 6 | -2%
18 | Cc1nn(-c2ccccc2)c(C)c1C(=O)OCC(=O)Nc1ccc(C(N)=O)cc1 | -5% | · | 3% | · | -13% | -4% | · | 9 | ·
19 | CN(c1ccc(OCC(=O)OCC(=O)Nc2ccccc2)cc1)S(=O)(=O)c1ccc(F)cc1 | -13% | 13% | 6% | 6%[57.1 µM] | -9% | -8% | -20%[57.1 µM] | 0 | 37%[activator]

Complete entries as entered above. Values in the order: PGK inhibitor, Pin1 inh, IDH1 R132H inh, rTrxR1 inhibitor, USP1 inh, GLS inhibitor, TrxR1 substrate, PI4K2A inh, HP1b chromo inh
Results for O=C1C=C(c2cccc3c2oc2ccccc23)C[C@@H](c2ccc(F)cc2)C1 : -3%, 8%, 23%, 19%, -15%, 4%, 4%, -2, 16%
Results for Cc1cc(C)c(/C=C/c2onc(C)c2S(=O)(=O)N2CCC(C(=O)NCCc3ccccc3)CC2)c(C)c1 : -2%, 0%, -6%, 3%[57.1 µM], -6%, 3%, -8%[57.1 µM], 2, 22%[57 µM]
